Source: PubChem
miR-122 sensor: blocks miR-122 activity in Huh7 sensor cells. Huh7 miR-122 Renilla luciferase sensor, 48 h; neutral wells = 0, positive control = 100. activation (reporter increase), % at 12.5 µM. AID 602342. actives 0.3% (n = 340,000);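 active means mean replicate activation score at least 90 and every replicate individually at or above 90; inconclusive means only one of the two criteria met; inactive means neither criterion met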;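 further: higher luciferase means less miR-122 activity so hits act as miR-122 inhibitors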
DENV2 CPE: protects cells from dengue virus 2 cytopathic effect. DENV2-infected cells, cytopathic effect rescue, plate reader. CPE inhibition, % at 9.99 µM. actives 1.7% (n = 350,000); in the data active means CPE inhibition above about 20%, passing the limit was not always enough; inconclusive means no clear call, values can overlap the other calls; tested in BHK-21 cells;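 further: 0% = median of neutral control wells and 100% = median of positive control wells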
FN deposition inh: fibronectin deposition inhibition; AH1F fibroblasts, Alexa488-fibronectin deposition fluorescence, overnight; inhibition, % at 12.6 µM; actives 0.086% (n = 350,000);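 active means mean inhibition across replicates of 30% or more, regardless of how many single replicates reach that level; inconclusive means mean under 30% yet at least half of replicates reach 30%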;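 further: positive control wells lacked labelled fibronectin entirely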
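Material – AH1F fibroblast monolayer, labelled fibronectin deposition · Reagent – labelled fibronectin 24 nM · Timing – 1 h adhesion, overnight exposure · Measured by – fluorescence at 485 nm excitation, 525 nm emission · Read-out – inhibition of fibronectin deposition signal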
F508del corr: correctors of CFTR F508del function in bronchial epithelial cells. CFBE cells, YFP halide quenching; stimulated with forskolin plus potentiator P3; % fluorescence drop versus neutral controls. actives 0.36% (n = 350,000). activity (quench increase), % at 7.58 µM;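 active means mean added fluorescence quench of at least 8% versus neutral control, with both replicates also reaching 8%; inconclusive means only one of the mean or replicate conditions met; inactive means mean below 8% and not both replicates reaching 8%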;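 further: cells transiently co-express mutant CFTR-F508del with the halide-sensitive YFP; corrector assay measuring rescue of mutant channel to the surface after 24 h compound exposure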
EWS-Fli block: inhibitors of EWS/Fli oncoprotein transcriptional activity; A673 NR0B1-luciferase reporter, viability-normalised; AID 651661; inhibition, % at 12.6 µM; actives 0.67% (n = 350,000);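 active means mean inhibition of at least 50% after viability correction, with every replicate also passing that limit; inconclusive means mean reaches 50% but only one of two replicates passes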;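 further: firefly luciferase signal divided by Alamar Blue viability fluorescence both relative to DMSO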
INS-1E GSIS act: GLuc luminescence reporter in INS-1E cells, primary screen for activators of glucose-dependent secretion of insulin. INS-1E GLuc reporter insulin secretion, 2-3 h. activation, % at 16.6 µM. actives 0.61% (n = 370,000). AID 743287;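 active means lowest replicate activation of at least 40%, so every replicate reaches that level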;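 further: 0% = median of neutral control wells and 100% = median of IBMX positive control wells; some compounds called inactive have numbers as strong as hits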
PAX8 reporter: PAX8 transcriptional activity inhibition; RMG-I TPO-luciferase reporter, SteadyGlo, 24 h; inhibition, % at 12.6 µM; actives 1.2% (n = 360,000); AID 652154;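 active means mean replicate inhibition at least 60% with every replicate also reaching 60%; inconclusive means only one of the two criteria is met; inactive means mean below 60% and not all replicates reaching 60%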;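 further: luciferase light reporting Pax8 driven TPO promoter activity; plate controls were median of neutral control wells for no effect and mitoxantrone controls for full effect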
* = called active by the depositor; ? = inconclusive; nt = not tested or not shown; [ ] = dose if it differs, or a comment. No enrichment for hits; about 3.9% have a hit in one of these screens.

cpd | SMILES | miR-122 sensor | DENV2 CPE | FN deposition inh | F508del corr | EWS-Fli block | INS-1E GSIS act | PAX8 reporter
1 | C=CCN(C(=O)CNS(=O)(=O)c1ccccc1)C(C(=O)NCCOC)c1cccnc1 (stereo not drawn) | -3 | -7 | -2 | -2.8 | -1 | 3 | -13
2 | COCC(=O)Nc1ccc2c(c1)OC[C@@H](C)N(CCc1ccccc1)C[C@H](C)[C@@H](OC)CN(C)C2=O | 8[16.7 µM] | ? | -4 | -4.6 | 53* | -33 | 1
3 | CCc1cc(C(=O)c2ccc(OC)cc2)c(NC(=O)CN2CCN(C)CC2)s1 | -8 | 11 | -6 | -0.1 | 18 | 9 | -22
4 | Cc1ccccc1CC(=O)NC1CCCc2ccccc21 (stereo not drawn) | 20 | 6 | -9 | -1.5 | 11 | 4 | -4
5 | COc1cc(/C=N/Nc2ccccc2[N+](=O)[O-])ccc1OC(=O)c1ccccc1F | -9 | 6 | 7 | -2.9 | -35 | 3 | -44
6 | C[C@H](CO)N1C[C@H](C)[C@@H](CN(C)Cc2ccc(Cl)c(Cl)c2)Oc2c(NC(=O)c3cnccn3)cccc2C1=O | 71[16.7 µM] | ? | nt | 2.6 | -2 | -40 | 15
7 | C[C@H](O)C#Cc1ccc2c(c1)O[C@@H](CN(C)Cc1ccc(-c3ccccc3)cc1)[C@@H](C)CN([C@@H](C)CO)S2(=O)=O | -38[16.7 µM] | -1 | nt | 1.9 | -14 | -12 | 89*
8 | CCCN1C2CCCC1CC(NC(=S)Nc1cccc(C)c1)C2 (stereo not drawn) | -24 | -5 | 3 | 0.0 | 6 | -21 | -2
9 | O=C(CCNS(=O)(=O)c1ccc(Cl)cc1)NCCc1ccccc1 | -6 | 10 | 4 | 3.2 | 2 | -8 | 5
10 | CCc1ccc(OCC(=O)NC(=S)Nc2ccc(C(=O)O)cc2)cc1 | -8 | -11 | 4 | 1.9 | 7 | 20 | 0
11 | O=C(Nc1ccccc1F)N1CCCCN2[C@H](CO)[C@@H](c3ccc(C#Cc4cccnc4)cc3)[C@H]2C1 | -10[16.7 µM] | 2 | nt | 0.7 | -3 | -4 | 6
12 | CSc1ccc(CN2CCC(C)(Oc3cccc(C#N)c3)C2)cc1 (stereo not drawn) | -1 | 6 | -6 | 0.2 | 4 | -4 | 6
13 | Cc1cccn2c(=O)c3cc(C(=O)NC4CCCC4)c(=N)n(CC4CCCO4)c3nc12 (stereo not drawn) | 4 | -3 | 5 | -2.9 | 4 | 6 | 11
14 | COCCCNC(=O)[C@@]1(CCS(=O)(=O)c2ccccc2)COC(c2ccc(OCCCO)cc2)=N1 | nt | 9 | nt | -2.1 | 0 | nt | 0
15 | O=c1c(Oc2ccccc2F)coc2cc(OCc3cnn(-c4ccccc4)c3)ccc12 | nt | -10 | -2 | -1.3 | 8 | 0 | -5
16 | O=C(O)c1ccccc1C(=O)NNC(=O)C(c1ccccc1)c1ccccc1 | nt | 3 | nt | -2.5 | -1 | -27 | 12
17 | COc1ccc(-c2csc(-c3cccnc3)n2)cc1C | -3 | -3 | -3 | 3.7 | -96 | 44 | -187
18 | COc1cccc(CN2CCN(C(=O)CCc3nnc(C4CCCCC4)o3)CC2=O)c1 | 2 | ? | -2 | -1.6 | 1 | -11 | -5
19 | CNC[C@@H]1OCCCC[C@@H](C)Oc2ccc(NC(=O)NC(C)C)cc2C(=O)N([C@@H](C)CO)C[C@H]1C | 4[16.7 µM] | 0 | -3 | 1.3 | nt | 16 | -13
20 | CCOC(=O)N1CCN(S(=O)(=O)c2ccc(C(=O)Nc3sc4c(c3C#N)CCC4)cc2)CC1 | -4 | -7 | nt | -3.2 | 20 | 9 | nt
21 | COc1ccc(-n2nnnc2SCC(=O)N2CCCc3ccccc32)cc1OC | -4 | nt | -12 | nt | nt | nt | -16
22 | Cc1ccc(C(=O)CSc2nc3cccnc3n2C)cc1 | -6 | nt | -5 | nt | nt | nt | -27
23 | CCC(NC(=O)c1cc(COc2ccc(Cl)cc2OC)on1)c1ccncc1 (stereo not drawn) | -6 | -1 | -2 | 0.2 | nt | -8 | nt
24 | C[C@H]1CCCCO[C@@H](CN(C)C(=O)Cc2ccccc2)[C@@H](C)CN([C@@H](C)CO)C(=O)c2cc(NC(=O)Cc3ccccc3)ccc2O1 | -7[16.7 µM] | -9 | -8 | -1.1 | -8 | -39 | -16
25 | N#CCCN(C(=O)COC(=O)c1ccc2ccccc2n1)c1ccccc1 | nt | -6 | -6 | -2.9 | 2 | -5 | 7

The closing two entries of the part above are carried over, then new ones follow:
cpd | SMILES | miR-122 sensor | DENV2 CPE | FN deposition inh | F508del corr | EWS-Fli block | INS-1E GSIS act | PAX8 reporter
24 | C[C@H]1CCCCO[C@@H](CN(C)C(=O)Cc2ccccc2)[C@@H](C)CN([C@@H](C)CO)C(=O)c2cc(NC(=O)Cc3ccccc3)ccc2O1 | -7[16.7 µM] | -9 | -8 | -1.1 | -8 | -39 | -16
25 | N#CCCN(C(=O)COC(=O)c1ccc2ccccc2n1)c1ccccc1 | nt | -6 | -6 | -2.9 | 2 | -5 | 7
26 | COc1ccc(C(=O)N(C)CCCC2CCCC2)cc1OC1CCN(C(C)C)CC1 | -10 | 8 | nt | -2.0 | nt | 16 | 12
27 | CN1OC(c2ccccc2)=C(CO)C1c1ccccc1 (stereo not drawn) | nt | nt | 3 | nt | nt | 0 | -3
28 | C[C@@H]1CCCCO[C@H](CN(C)C(=O)CCC(F)(F)F)[C@@H](C)CN([C@H](C)CO)C(=O)c2cc(NC(=O)NC3CCCCC3)ccc2O1 | 3[16.7 µM] | 1 | nt | 2.8 | 3 | 3 | nt
29 | COC(=O)C[C@H]1CC[C@H](NC(=O)c2ccc(F)cc2)[C@@H](CO)O1 | nt | 17 | 4 | -3.2 | -11 | nt | -1
30 | C=CCOc1cccc(C(=O)N(C)C2CCCN(Cc3ccccc3F)C2)c1 (stereo not drawn) | 0 | -3 | 1 | 2.3 | -7 | 5 | 15
31 | COc1ccc(C(=O)OCC(=O)N(C)C2CCS(=O)(=O)C2)cc1S(=O)(=O)N(C)Cc1ccccc1 (stereo not drawn) | nt | -2 | 3 | 1.7 | 5 | -19 | -1
32 | Cc1ccnc(NC(=O)CNC(=O)c2ccc(Br)o2)c1 | nt | -4 | 2 | 0.0 | -37 | 17 | -19
33 | Cn1c(=O)c2c(O)c(Cc3ccccc3)c(=O)n(C)c2n(C)c1=O | 3 | -1 | 10 | -1.0 | -4 | 0 | 23
34 | COc1ccc(OC)c(NC(=O)Nc2nc(CN)cs2)c1 | nt | -5 | 4 | -4.2 | 3 | 19 | -5
35 | CCOc1ccc(C2NC(=O)Cc3cc(OC)c(OC)cc32)cc1 (stereo not drawn) | -4 | 2 | -1 | -0.7 | -4 | 11 | 5
36 | O=C(CSc1n[nH]c(-c2ccccc2)n1)NCc1cccc(C(=O)O)c1 | -6 | 0 | -1 | 0.9 | 2 | 2 | -2
37 | C[C@H](CO)N1C[C@H](C)[C@H](CN(C)CC2CCOCC2)Oc2ncc(C3=CCCCC3)cc2C1=O | 6[16.7 µM] | -6 | nt | 2.3 | 5 | 5 | 18
38 | CC(=O)Nc1cc(-c2ccccc2F)cn2c(-c3ccccc3)cnc12 | 1 | -3 | 6 | 0.2 | 7 | -9 | -9
39 | COc1ccc(CNC(=O)C/C(C)=N/NC(=O)COc2ccc(C)cc2Br)cc1 | nt | -5 | -2 | 4.6 | 6 | 7 | -18
40 | O=C(C[C@H]1CC[C@H]2[C@@H](COC[C@@H](O)CN2C(=O)Nc2ccc(C(F)(F)F)cc2)O1)NCC1CC1 | 0[16.7 µM] | -26 | -12 | -0.2 | -3 | -18 | 2
41 | Cc1ccc(S(=O)(=O)Nc2ccc3c(c2)C(=O)N([C@H](C)CO)C[C@H](C)[C@@H](CN(C)S(C)(=O)=O)OCCCC[C@H](C)O3)cc1 | -1[16.7 µM] | 57* | 6 | 2.3 | -9 | 7 | -15
42 | CCOc1ccc2nc(NC3=NC(c4ccc(OC)cc4)CC(=O)N3)nc(C)c2c1 (stereo not drawn) | nt | 4 | nt | -8.4 | 57* | 11 | nt
43 | Cc1sc2ncnc(N3CCC(C(=O)Nc4cc(Cl)ccc4Cl)CC3)c2c1C | -1 | -4 | 8 | 0.4 | 5 | 3 | 0
44 | C[C@@H]1CN([C@H](C)CO)C(=O)c2cc(NC(=O)CCN3CCOCC3)ccc2O[C@@H]1CN(C)Cc1ccc(C(=O)O)cc1 | -1[16.7 µM] | -1 | nt | -1.1 | -6 | -3 | nt
45 | CO[C@H]1CN(C)C(=O)c2ccc(NC(=O)C3CCC3)cc2OC[C@H](C)N(Cc2ccncc2)C[C@@H]1C | 0[16.7 µM] | 0 | nt | -1.6 | -1 | 4 | -10
46 | COc1cc(CN2CCN(CCc3ccccc3)C(CCO)C2)cc(OC)c1 (stereo not drawn) | nt | 16 | nt | -0.4 | 11 | 17 | 9
47 | CCN1CCN(C(=O)c2ccc(OC3CCN(CCc4ccccc4)CC3)cc2)[C@@H](C)C1=O | nt | ? | 5 | 2.7 | nt | -7 | 7
48 | CCCc1nc(SCC(=O)N2CCN(c3ccccc3)CC2)c2c(=O)n(C)c(=O)n(C)c2n1 | nt | 9 | 0 | -1.7 | -6 | nt | 0
49 | CCOC(=O)Cc1c(C)c2c(O)cc(O)cc2oc1=O | 2 | nt | 8 | nt | nt | 15 | nt
50 | CCOC(=O)C1=C(COC(=O)CC(C)c2ccccc2)NC(=O)NC1C (stereo not drawn) | -8 | nt | -4 | -0.2 | 1 | 38 | -4

Single records, as listed above:
Cn1c(=O)c2c(O)c(Cc3ccccc3)c(=O)n(C)c2n(C)c1=O is entered as miR-122 sensor: 3; DENV2 CPE: -1; FN deposition inh: 10; F508del corr: -1.0; EWS-Fli block: -4; INS-1E GSIS act: 0; PAX8 reporter: 23
CO[C@H]1CN(C)C(=O)c2ccc(NC(=O)C3CCC3)cc2OC[C@H](C)N(Cc2ccncc2)C[C@@H]1C is entered as miR-122 sensor: 0[16.7 µM]; DENV2 CPE: 0; FN deposition inh: nt; F508del corr: -1.6; EWS-Fli block: -1; INS-1E GSIS act: 4; PAX8 reporter: -10
CCN1CCN(C(=O)c2ccc(OC3CCN(CCc4ccccc4)CC3)cc2)[C@@H](C)C1=O is entered as miR-122 sensor: nt; DENV2 CPE: ?; FN deposition inh: 5; F508del corr: 2.7; EWS-Fli block: nt; INS-1E GSIS act: -7; PAX8 reporter: 7

Next section:
cpd | SMILES | miR-122 sensor | DENV2 CPE | FN deposition inh | F508del corr | EWS-Fli block | INS-1E GSIS act | PAX8 reporter
51 | COC(=O)c1cc(OC)c(OC)cc1NC(=O)Cc1cccs1 | -7 | 0 | -1 | 4.0 | -4 | 44 | -1
52 | Cc1ccc(CNC(=O)C(C)C2Sc3ccccc3NC2=O)cc1 (stereo not drawn) | 24 | nt | 7 | 0.0 | 0 | -10 | 20
53 | CCC(=O)N1CCCCN2[C@@H](CO)[C@H](c3ccc(C#CCOC)cc3)[C@@H]2C1 | 7[16.7 µM] | ? | nt | -2.7 | -9 | 19 | -10
54 | CC1(C)C2CCC1(CS(=O)(=O)Nc1ccccc1)C(=O)C2 (stereo not drawn) | 31 | 12 | -1 | 0.6 | 7 | -2 | -20
55 | Cn1cnc(S(=O)(=O)N2C[C@H](O)COC[C@@H]3O[C@H](CC(=O)NC4CCC4)CC[C@H]32)c1 | 1[16.7 µM] | 5 | -4 | 0.0 | nt | 5 | nt
56 | Cc1onc(-c2ccccc2)c1C(=O)OCC(=O)Nc1cccc(Cl)c1 | 9 | 5 | -1 | -3.4 | 1 | -42 | 2
